CYP2C19 activ = activators of human cytochrome P450 2C19; P33261; recombinant CYP2C19, luciferin-H EGE luminescence; active compounds read high; 0 = fully inhibited enzyme, 1 = untreated enzyme; activation factor at 5 µM; 96,000 tested, under 10 active;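 active = activation factor of at least 2 at 5 µM in the primary screen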;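 also: 0 = wells with 2.5 mM tranylcypromine and 1 = vehicle-only wells; values of inactives mirror those of a sister screen read the other way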
PLAP activator = activates human placental alkaline phosphatase. P05187. purified PLAP enzyme, luminescent substrate read-out; active compounds read high. activation fold at 20 µM. 1.2% of 96,000 active; in the data active = activation fold above about 2
Mac1 fbg inh = blocks human CD11b/CD18 adhesion to fibrinogen; AID 1497; P05107+P11215; 0.54% of 93,000 active; K562 CD11b/CD18 adhesion to fibrinogen, ATPlite luminescence; Mn2+ added to activate the integrin; inhibition, % at 10 µM;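 active = primary inhibition of 50% or more at 10 µM, then 40% or more on retest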; also: some results filed as inactive read as strong as hits
Target sequence (P05107 whole entry, looked up, other chains not shown): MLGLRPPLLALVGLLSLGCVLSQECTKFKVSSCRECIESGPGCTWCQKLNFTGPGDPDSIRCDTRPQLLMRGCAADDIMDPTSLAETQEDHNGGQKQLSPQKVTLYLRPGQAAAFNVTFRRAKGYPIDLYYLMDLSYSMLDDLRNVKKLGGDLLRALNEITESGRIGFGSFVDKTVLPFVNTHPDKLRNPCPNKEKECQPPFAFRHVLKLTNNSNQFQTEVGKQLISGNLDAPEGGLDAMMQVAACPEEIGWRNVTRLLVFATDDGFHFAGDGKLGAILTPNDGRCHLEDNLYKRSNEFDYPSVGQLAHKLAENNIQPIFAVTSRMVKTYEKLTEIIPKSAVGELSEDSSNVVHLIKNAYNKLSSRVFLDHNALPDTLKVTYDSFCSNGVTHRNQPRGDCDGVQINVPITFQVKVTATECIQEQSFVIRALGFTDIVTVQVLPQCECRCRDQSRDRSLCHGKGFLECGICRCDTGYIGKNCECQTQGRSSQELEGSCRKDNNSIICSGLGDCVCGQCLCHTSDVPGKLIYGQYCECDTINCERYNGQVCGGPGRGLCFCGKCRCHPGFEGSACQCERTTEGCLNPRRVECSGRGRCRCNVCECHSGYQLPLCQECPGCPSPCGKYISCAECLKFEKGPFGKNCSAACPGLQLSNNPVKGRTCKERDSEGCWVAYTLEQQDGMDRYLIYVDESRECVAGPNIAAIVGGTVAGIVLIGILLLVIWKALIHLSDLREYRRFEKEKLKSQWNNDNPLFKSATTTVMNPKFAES
PTK2B oligo ant = Pyk2 (human) oligomerization antagonism. Q14289. Q293 cells, Pyk2 FERM NanoBiT luminescence; active compounds read low. z-score (the deposit names both 25 µM and 10 µM). 0.83% of 99,000 active;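 active = Z-score of -3 or lower, scaled per plate to the spread of control and sample wells; inactive = z-score above -3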;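 also: negative z-score means lost luminescence so less FERM oligomerization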
CD11b adhes enh = increases human CD11b/CD18 adhesion to fibrinogen | 0.07% of 93,000 active | P05107+P11215 | activation, % at 10 µM | K562 CD11b/CD18 adhesion to fibrinogen, ATPlite luminescence;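 active = 10 µM primary screen giving 50% or more activity, confirmed by 40% or more on retest at that dose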; also: strong numbers were not always called active; reference of the scale not given here
CYP2C9 inhib = blocks human cytochrome P450 2C9. P11712. CYP2C9 Supersomes, luciferin-H conversion, luminescence. inhibition, % at 5 µM. 20% of 96,000 active;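 active = blocking of liver enzyme CYP2C9 beyond about 50% at 5 µM, limit read from the data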; also: values of inactives mirror those of a sister screen read the other way
CYP2C9 activ = CYP2C9 (human) activation | P11712 | recombinant CYP2C9, luciferin-H conversion, luminescence; active compounds read high; factor 1 = untreated enzyme, 0 = blocked | activation factor at 5 µM | 1.4% of 96,000 active;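 active = activation factor of 2 or more for CYP2C9 at a 5 µM dose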;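 also: 0 = sulfaphenazole-blocked wells and 1 = vehicle-only wells; values of inactives mirror those of a sister screen read the other way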
CYP2C19 inhib = blocks human cytochrome P450 2C19; P33261; CYP2C19 Supersomes, luciferin-H EGE luminescence, 30 min; inhibition, % at 5 µM; 21% of 96,000 active;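 active = CYP2C19 inhibition above a set limit at 5 µM in the primary screen, cut at about 50% in these data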;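 also: plate controls were negative control wells for no effect and 2.5 mM tranylcypromine positive control for full effect; values of inactives mirror those of a sister screen read the other way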
MT1-MMP txn act = MT1-MMP promoter transcription activation; HT1080 MT1-MMP promoter luciferase reporter, luminescence, overnight; active compounds read high; activation factor at 10 µM; 0.16% of 86,000 active; AID 750;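 active = activation factor of at least 2 for MT1-MMP transcription at 10 µM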
Active calls of the source: *; · = not tested or not shown.

CYP2C19 activ,PLAP activator,Mac1 fbg inh,PTK2B oligo ant,CD11b adhes enh,CYP2C9 inhib,CYP2C9 activ,CYP2C19 inhib,MT1-MMP txn act,smiles
0.2,1.5,-8,0.08,0,78*,0.2,81*,1.1,O=C1CSC(c2cn(-c3ccccc3)nc2-c2ccc3c(c2)OCCO3)N1CCN1CCOCC1 (centres undefined)
1.1,1.5,·,0.66,·,9,0.9,-7,1.2,CN1CCc2c(sc3c2c(=O)n(-c2ccccc2)c2nnc(SCc4ccc(Cl)cc4)n32)C1
0.9,0.9,-3,-0.24,0,19,0.8,6,1.1,CCn1c(COc2ccc(Cl)cc2)nnc1SCC(=O)Nc1ccc2c(c1)OCO2
1,1.2,·,-0.78,·,19,0.8,-1,1.2,Cn1ncc(C#N)c1NC(=O)c1cc(-c2ccccc2Cl)on1
0.7,0.9,2,-0.46,0,33,0.7,27,1.1,COc1cc(NC(=O)CCc2nc(-c3cccs3)no2)cc(OC)c1OC
0.7,1,-2,·,1,2,1,27,·,c1ccc2c(c1)ccc1nnc(SCc3ccc4c(c3)OCCO4)n12
0.6,0.7,0,-1.1,-1,20,0.8,35,1.2,CCCOc1cccc(C(=O)Nc2cccc(NC(=O)c3ccco3)c2)c1
0.9,0.8,-53,1.1,1,13,0.9,14,1,O=C(NC12CC3CC(CC(C3)C1)C2)c1cncc(O)c1
1,1,4,0.25,0,21,0.8,4,1.1,Cc1noc(/C=C/c2ccco2)c1S(=O)(=O)N1CCC(C(=O)NCc2ccco2)CC1
1,1.1,24,-0.47,-3,12,0.9,3,1.1,CCn1c(C(C#N)/C(=N\S(=O)(=O)c2cccs2)c2ccccc2)nc2ccccc21 (centres undefined)
0.7,1.2,2,·,-12,-33,1.3,29,·,CCC(=O)N1C(C(=O)NCc2ccc(OC)cc2)CSC1c1ccc(OC)cc1 (centres undefined)
1.2,0.9,5,·,3,-16,1.2,-17,·,CC1=CS/C(=C(/C#N)C(=O)NCc2ccco2)N1c1ccccc1
0.8,0.9,-19,0.37,-1,9,0.9,17,·,O=C(O)Cn1ccnc1
0.3,1.3,·,-0.99,·,83*,0.2,75*,1.3,COc1ccc(N(CC(=O)Nc2cccc(OC)c2)S(=O)(=O)c2c(C)nn(C)c2C)cc1
0.4,1.3,·,-0.18,·,-104,2*,57*,1.4,Cc1cc(N2CCN(c3ccccc3F)CC2)nc2cc(O)ccc12
1.1,0.7,-17,0.53,0,22,0.8,-13,1,Cc1ccc(CN(c2ccc(C(=O)NCc3ccc4c(c3)OCO4)cc2)S(C)(=O)=O)cc1
1.1,0.8,-1,-1.3,-2,0,1,-8,1.2,CCCn1c2ccc(/C(C)=N\O)cc2c2cc(/C(C)=N/O)ccc21
1,1,-3,-0.88,-4,13,0.9,-1,1.3,CC(=O)c1nnn(-c2nc(N)nc(N(c3ccccc3)c3ccccc3)n2)c1C
1,1.4,8,-0.78,1,10,0.9,-3,1.3,Cc1cccc2cc3c(NC(=O)c4ccccn4)nn(C)c3nc12
0.9,1.2,-23,-3,99,52*,0.5,14,1.2,NC(=O)c1cc(-c2ccccc2)sc1NC(=O)Cc1ccc(S(=O)(=O)N2CCOCC2)s1
0.9,1.8,-2,1.3,-1,17,0.8,10,1.1,CCCOc1ccc(N2C(=O)CC(N3CCC(C(=O)OCC)CC3)C2=O)cc1 (centres undefined)
0.4,1.8,1,0.18,7,76*,0.2,64*,·,O=C(Nc1ccccc1Cc1ccccc1)C1CC(=O)N(c2ccc3c(c2)OCCO3)C1 (centres undefined)
0.9,0.8,·,-0.03,·,5,1,5,·,COC(=O)c1ccc(-n2cnc(Cl)n2)c(F)c1
1,1.3,7,0.6,-6,1,1,2,1.2,COC(=O)C1CCN(c2cc(=O)n(-c3ccccc3Cl)c(=O)[nH]2)CC1
0.5,1.5,·,-2.6,·,68*,0.3,48,1.1,COc1ccc2nc(NC(=O)CN(c3ccc(C)cc3)S(=O)(=O)c3c(C)nn(C)c3C)sc2c1

Random excerpt: four records from the list
CYP2C19 activ,PLAP activator,Mac1 fbg inh,PTK2B oligo ant,CD11b adhes enh,CYP2C9 inhib,CYP2C9 activ,CYP2C19 inhib,MT1-MMP txn act,smiles
1,1,-3,-0.88,-4,13,0.9,-1,1.3,CC(=O)c1nnn(-c2nc(N)nc(N(c3ccccc3)c3ccccc3)n2)c1C
1.1,1.5,·,0.66,·,9,0.9,-7,1.2,CN1CCc2c(sc3c2c(=O)n(-c2ccccc2)c2nnc(SCc4ccc(Cl)cc4)n32)C1
1,1.3,7,0.6,-6,1,1,2,1.2,COC(=O)C1CCN(c2cc(=O)n(-c3ccccc3Cl)c(=O)[nH]2)CC1
0.2,1.5,-8,0.08,0,78*,0.2,81*,1.1,O=C1CSC(c2cn(-c3ccccc3)nc2-c2ccc3c(c2)OCCO3)N1CCN1CCOCC1 (centres undefined)

Additional records follow.
CYP2C19 activ,PLAP activator,Mac1 fbg inh,PTK2B oligo ant,CD11b adhes enh,CYP2C9 inhib,CYP2C9 activ,CYP2C19 inhib,MT1-MMP txn act,smiles
1.1,0.9,-25,0.06,-3,-15,1.2,-12,1.1,NS(=O)(=O)c1ccc(CCNC2CC(=O)N(CCc3ccccc3)C2=O)cc1 (centres undefined)
0.5,1.2,·,-0.55,·,15,0.8,54*,1.1,CC1CCCC(n2c(=S)[nH]c3ccccc3c2=O)C1C (centres undefined)
0,1.9,-36,1.1,-4,-83,1.8,96*,1.1,CS(=O)(=O)N(CC(=O)N1CCN(c2ccccc2)CC1)c1ccc(Cl)c(C(F)(F)F)c1
0,1.6,20,-0.55,-4,-92,1.9,96*,1.1,CC(C)CC(=O)N1CCN(S(=O)(=O)c2ccc3ccccc3c2)CC1
0.5,1,-24,-0.05,-5,44,0.6,48,1,Cc1cccc(CN2CCN(CC(=O)NCc3cccs3)C2=O)c1
1.1,0.8,-21,-1.1,-3,-3,1,-10,1.2,O=C(O)c1ccc2noc(-c3ccccc3)c2c1
1,0.8,·,-1,·,-6,1.1,3,·,Clc1ccc(-c2nc3ncccn3c2Nc2ccc3c(c2)OCO3)cc1
0.6,1.2,4,·,1,13,0.9,38,1.4,Cc1cccc(OCCn2c(=O)n(C)c3ccccc32)c1
0.9,1.2,-6,0.99,-5,12,0.9,14,1.1,CCN(CC)C(=O)N1CCC(NC(=O)Cc2ccccc2)CC1
0.8,1.4,9,0.11,5,9,0.9,19,1,COc1ccc(C2NC3=C(CCC3)C3(C#N)C4(N=C(N)C23C#N)OCCO4)cc1 (centres undefined)
0.9,0.9,-3,0.69,2,14,0.9,6,1.2,O=C(c1ccco1)N1CCN(c2ncnc3c(-c4ccccc4)nsc23)CC1
0.3,0.9,12,1.6,0,-11,1.1,71*,1,COc1cccc(CNCCSc2nnnn2C)c1
1,1.9,7,-0.74,-3,83*,0.2,4,·,CCN(CC)S(=O)(=O)c1cccc(NC(=O)C2SC(=Nc3ccc(C)cc3C)C(C(=O)NC(C)COC)=C2N)c1 (centres undefined)
0.2,2.2*,-12,-0.68,6,86*,0.1,82*,1.2,Cc1ccc(S(=O)(=O)N(CC(=O)N2CCC(C)CC2)c2cccc(C)c2)cc1
0.3,0.8,14,2.3,1,47,0.5,68*,1,Cc1ccc2c(c1)OC(=O)CC2c1ccccc1 (centres undefined)
1,0.9,10,0.39,1,-1,1,4,·,CO/N=C/NC(=O)c1c(OC)ccnc1Oc1ccc(F)cc1
1,0.2,-14,·,4,22,0.8,1,1.3,O=C(Nc1cc(N2CCOCC2)ncn1)NC1(C(F)(F)F)Oc2ccc(Cl)cc2O1 (centres undefined)
0.9,1.2,·,·,·,12,0.9,9,·,Cn1c(Oc2ccc(Cl)c3cccnc23)nc2c1c(=O)n(Cc1ccccc1Cl)c(=O)n2C
0.2,1,-4,0.04,4,65*,0.3,80*,1,C=CCSC1=C(C#N)C(c2ccccc2)CC(=O)N1 (centres undefined)
0.8,1.6,-31,1.5,-2,3,1,23,1.2,COc1cc(C(=O)N2CCC(NC(=O)C(Cc3ccc(C)cc3)NC(C)=O)CC2)cc(OC)c1OC (centres undefined)
0.1,0.8,-3,·,3,25,0.8,89*,1.1,O=C1CCc2cc(S(=O)(=O)N3CCC(C(=O)NCc4ccccc4Cl)CC3)ccc2N1
0.9,0.9,·,-0.29,·,-31,1.3,15,1.1,O=C(O)C1C2CCC(C2)C1C(=O)NCc1ccco1 (centres undefined)
1,1,-18,0.65,-1,-3,1,-2,1,Cc1cnc(C(=O)OCC(=O)N2c3ccccc3NC(=O)C2(C)C)cn1
0.8,0.9,-10,-0.41,-2,16,0.8,19,1.1,NC(=O)Cn1nnc(-c2ccc(C(F)(F)F)cc2)n1
1,1.1,·,0.68,·,-1,1,-1,·,CCn1ncc(/C=C/C(=O)NCc2cn(C)nc2C)c1C
0.2,0.9,-54,·,1,95*,0.1,79*,1.1,CCCCOC1(c2ccccc2)NC(=S)NN=C1c1ccccc1 (centres undefined)
0.4,0.8,19,-0.4,-5,60*,0.4,65*,1,CC(C)n1c(-c2ccco2)csc1=Nc1cccnc1
1,1.2,-57,·,-2,19,0.8,-1,1.8,CCC(C)Sc1nc2c([nH]c3ccccc32)c(=O)n1C (centres undefined)
0.8,1.3,-9,0.58,-3,41,0.6,16,1.1,CCOC(=O)C(C(=O)Nc1ccccn1)C1CCCCC1 (centres undefined)
0.5,0.9,-9,·,-3,1,1,51*,1.4,O=C(NCCc1ccccc1)c1ccc(Br)o1
0.5,1.3,-13,-0.63,0,15,0.8,51*,1.4,CCCCOc1ccc(C2(C)CC(=O)NC2=O)cc1 (centres undefined)
1,1.1,-3,-0.08,-10,-1,1,0,1.2,Cc1cc(C(=O)NCc2ccc(S(N)(=O)=O)cc2)cs1
0.9,1.1,-5,-0.35,-2,-4,1,6,1.3,COc1ccc(C(=O)Nc2nc(C)c(C(=O)N(C)C)s2)cc1OC
0.9,1.2,-12,0.19,-2,25,0.8,15,1.2,Cc1cc(C(=O)CN2C(=O)NC3(CCCCC3)C2=O)c(C)n1Cc1ccc2c(c1)OCO2
0.9,1,-13,-0.68,-3,53*,0.5,9,1.2,CCCCn1c(NC(C)CC)nc2c1c(=O)[nH]c(=O)n2C (centres undefined)
